PglD inh: PglD (C. jejuni) enzyme inhibition; 0.098% of 360,000 active; purified PglD enzyme, DTNB colorimetric CoA detection; inhibition, % at 12.5 µM; in the data active = inhibition above about 16%, passing the limit was not always enough; also: strong numbers were not always called active
PGC1a acetyl inh: lowers PGC1a acetylation signal in U2OS cells; 0.17% of 350,000 active; AID 651687; inhibition, % at 15.6 µM; AlphaScreen anti-acetyl-lysine; with virally co-expressed GCN5 acetyltransferase;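 active = every replicate shows inhibition of at least 40%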;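 also: 0% = neutral control wells and 100% = positive control wells; some results beyond the cut were filed as inactive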
LGR2 antag: blocks bursicon-induced cAMP signaling via Drosophila LGR2; HEK293 LGR2, CRE-luciferase, bursicon-stimulated, 4 h; inhibition, % at 9.99 µM; 0.35% of 380,000 active; AID 720647;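 active = drop in luminescence signal, shown as inhibition above about 50% in the replicate tests, limit read from the data, passing the limit was not always enough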;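 also: agonist challenge used bursicon conditioned medium at about half maximal strength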
Statin myotox sup: protects C2C12 myotubes from simvastatin toxicity; ATP luminescence, 48 h; scaled: DMSO 0, geranylgeraniol control 100; AID 602340; 0.78% of 330,000 active; rescue of ATP level, % at 7.49 µM;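 active = mean ATP rescue above about 67%, or every replicate alone reaching that limit, limit read from the data, passing the limit was not always enough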;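 also: myotubes were challenged with 10 µM simvastatin during compound exposure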
PAX8 inh HTS: PAX8 transcriptional activity inhibition | RMG-I TPO-luciferase reporter, SteadyGlo, 24 h | inhibition, % at 12.6 µM | 1.2% of 360,000 active;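 active = mean replicate inhibition at least 60% with every replicate also reaching 60%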;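 also: luciferase light reporting Pax8 driven TPO promoter activity; plate controls were median of neutral control wells for no effect and mitoxantrone controls for full effect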
INS-1E GSIS act: GLuc luminescence reporter in INS-1E cells, primary screen for activators of glucose-dependent secretion of insulin | AID 743287 | 0.61% of 370,000 active | activation, % at 16.6 µM | INS-1E GLuc reporter insulin secretion, 2-3 h;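 active = lowest replicate activation of at least 40%, so every replicate reaches that level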;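 also: 0% = median of neutral control wells and 100% = median of IBMX positive control wells; some compounds called inactive have numbers as strong as hits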
Cneo AK release: causes C. neoformans cell lysis | adenylate kinase release luminescence, 4 h; normalised: neutral wells 0, clomiphene wells 100 | lysis activity, % at 15 µM | AID 651654 | 0.2% of 360,000 active;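 active = mean lysis activity across replicates of at least 80%, whatever share of replicates individually reach that level; inactive = mean lysis activity below 80%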
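Assay system: C. neoformans cells. Amount: yeast cell density of 5 × 10^6 cells/mL. Technique: AK luminescence. Buffer or medium: YPD. Times: static 4 h at 37 °C with compound, 1 h detection. Dosing: single-point compound dose. Read-out: lysis from increased AK signal.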
ARNT TACC3 PPI: disrupts binding between human ARNT and TACC3; AlphaScreen His-ARNT PAS-B/GST-TACC3 binding, luminescence; TACC3 fragment carries E629A point mutation; 0.66% of 390,000 active; inhibition, % at 9.99 µM;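 active = mean inhibition of replicates at least 50% and at least half of replicates each reaching 50%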;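 also: 0% = complete ARNT plus TACC3 wells and 100% = ARNT alone without TACC3; many hits fall short of the cut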
Active calls of the source: *; / = not tested or not shown.

No.	structure	Cneo AK release	Statin myotox sup	ARNT TACC3 PPI	PglD inh	LGR2 antag	INS-1E GSIS act	PGC1a acetyl inh	PAX8 inh HTS
1	O=C(NCc1ccccc1)c1ccc(Br)o1	-6.1	16.0	-4.7	-6.0	-19.7	/	/	2.6
2	CC(=O)Nc1cccc(-c2ccnc3c2CC(C(=O)Nc2ccc(F)c(Cl)c2)O3)c1 (stereo not drawn)	0.3	-3.0	/	-3.9	13.7	/	-8.8	22.0
3	COc1ccccc1N1CCN(C(=O)CSc2nnc(NC(=O)c3ccco3)s2)CC1	1.6	2.3	-1.4	-0.4	/	/	5.3	/
4	COc1ccc(C2CC(c3ccc(F)cc3)=NN2c2ccccc2)cc1OC (stereo not drawn)	-2.2	-11.4	-9.6	-5.0	-25.7	2.9	-4.0	-25.7
5	Cc1c(Cl)cccc1NC(=O)N1CCN(C(=O)c2ccco2)CC1	0.4	6.4	16.5	3.5	5.8	0.9	-12.4	10.2
6	COc1cc(C(=O)N2CCN(c3cccc(Cl)c3)CC2)ccc1OCC(=O)N1CCOCC1	-1.8	4.7	/	-1.9	12.8	-5.6	-10.7	14.2
7	CC1(C(=O)NS(=O)(=O)c2cccc(OC(F)F)c2)CCN1C(=O)CCc1cccs1 (stereo not drawn)	-0.7	9.8	/	1.9	-31.4	8.9	/	3.9
8	CC(=O)Nc1ccc(N=Cc2ccc[nH]2)cc1	0.6	-10.8	5.0	5.7	/	/	-2.0	19.3
9	COCCCNC(=O)C1CCC(CNS(=O)(=O)c2ccc(Cl)cc2)CC1 (stereo not drawn)	1.3	0.4	-5.4	11.2	-13.8	7.3	/	12.2
10	Cc1cc(Oc2ccccc2)nc(SCC(=O)Nc2ccc(Cl)c(Cl)c2)n1	-2.3	/	-5.9	3.3	/	/	-9.6	-4.0
11	COc1ccccc1C(=O)Nn1c(C2CCC2)nc2ccccc2c1=O	1.1	25.9	3.5	6.3	/	/	/	/
12	Cc1cc(Cl)ccc1C(=O)C1CCCN(C(=O)c2cscn2)C1 (stereo not drawn)	-1.3	5.7	-1.9	0.3	16.5	9.8	-0.9	1.9
13	CCCC(c1nnnn1Cc1cccs1)N1CCN(c2ccc(OC)cc2)CC1 (stereo not drawn)	-1.6	15.0	9.8	2.2	/	/	-10.3	19.2
14	Cc1nc2ccc(NC(=O)c3nn(C(C)C)c(=O)c4ccccc34)cc2s1	-3.2	/	0.1	0.8	18.6	2.5	-0.1	3.2
15	O/N=C\c1ccc2noc(-c3ccc(Cl)cc3)c2c1	-0.3	-1.6	-1.4	/	6.1	-4.6	11.3	-4.3
16	COc1ccc(CC(=O)NNS(=O)(=O)c2ccccc2)cc1OC	/	2.8	2.2	/	10.2	-0.9	-8.4	-13.4
17	COc1ccc(CN(CC2CCC(C(=O)O)CC2)C(=S)Nc2cc(C)cc(C)c2)cc1 (stereo not drawn)	-2.6	11.5	/	3.7	-21.2	-4.1	2.9	-4.9
18	C[C@H](O)C#Cc1ccc2c(c1)O[C@H](CN(C)C(=O)Cc1ccccn1)[C@@H](C)CN([C@H](C)CO)S2(=O)=O	-6.7	/	2.6	-0.5	-2.0	16.3	-3.6	/
19	O=S(=O)(N[C@H]1CC[C@H](CCn2cc(C3(O)CCCC3)nn2)O[C@@H]1CO)c1ccc(F)cc1	43.5	5.6	-4.9	2.1	16.7	4.1	-6.5	7.1
20	Cc1ccc(CN2CCN(Cc3nc(C(C)C)cs3)CC2CCO)cc1 (stereo not drawn)	/	/	5.5	/	-14.2	-20.9	2.6	14.2
21	O=Cc1ccc(OC(=O)c2cccnc2)cc1	-4.7	/	-2.2	-0.5	0.8	0.6	/	-0.7
22	N#Cc1ccc(NC(=O)COC(=O)C2Cc3ccccc3CN2C(=O)c2ccccc2)cc1 (stereo not drawn)	-0.3	-3.2	-0.1	3.1	7.2	-28.5	2.3	-0.1
23	O=C(CSc1nc2ccsc2c(=O)n1-c1ccccc1)N1CCCC1	-0.3	52.6	1.2	-5.0	3.6	20.3	-10.5	/
24	CCOc1ccc(C(=O)NCc2ccco2)cc1OC	4.0	2.4	-0.8	-5.3	7.1	5.2	-6.1	-10.4
25	CO[C@@H]1CN(C)C(=O)c2cc(NC(=O)C3CCCC3)ccc2OC[C@H](C)N(CC2CC2)C[C@H]1C	-6.4	6.5	-7.7	-1.0	0.8	0.5	-5.4	3.9
26	CCCOC(=O)c1ccc(OCC(O)CN2C(=O)NC(C)(C)C2=O)cc1 (stereo not drawn)	-0.4	1.7	2.2	-0.1	/	/	2.5	-12.7
27	O=C(CN1CCCC1)N1CCCc2ccccc21	4.1	-2.6	-7.3	2.3	-13.4	-0.1	-5.2	-6.4
28	CC1CCN(c2nc3c(=O)[nH]c(N)nc3n2[C@@H]2O[C@H](CO)[C@@H](O)[C@H]2O)CC1	4.6	2.3	-2.4	4.9	3.6	/	/	-15.4
29	CC1CN(C2CCN(S(=O)(=O)c3ccc4ccccc4c3)CC2)CC(C)O1 (stereo not drawn)	10.0	/	-3.1	3.3	/	/	/	17.0
30	O=c1c2c3c(sc2n(CCN2CCCC2)c(=O)n1Cc1ccccc1)CCCCC3	-0.3	/	/	4.8	/	-6.2	11.6	12.0
31	S=C1NC(c2cccs2)=CC(c2ccc(Br)cc2)N1 (stereo not drawn)	3.1	/	-10.9	-10.6	-20.2	6.3	-21.1	21.4
32	CO[C@@H]1CN(C)C(=O)c2cc(NC(=O)Nc3ccc(Cl)cc3)ccc2OC[C@@H](C)N(C)C[C@@H]1C	39.5	-28.0	/	4.1	12.4	-7.2	-5.4	33.5
33	COc1cccc(C(=O)N2CCN(C(=O)c3cccc(F)c3)CC2)c1	1.4	/	-29.6	0.9	/	/	5.8	/
34	CCOC(=O)CC(N)c1ccc(OC)cc1 (stereo not drawn)	0.8	/	/	6.4	/	22.0	9.3	4.1
35	O=c1cc(-c2ccc(Br)cc2)[nH][nH]1	/	/	29.2	/	/	-2.0	-6.2	10.7
36	CCOc1ccc(-c2nnc(SCC(=O)NC(C)(C)C)nc2-c2ccc(OCC)c(OC)c2)cc1OC	-0.5	31.0	1.9	-2.9	-21.8	-4.1	-8.0	9.6
37	CC(=O)NC12CC3CC(C1)CC(C(=O)Nc1c(C)n(C)n(-c4ccccc4)c1=O)(C3)C2	-1.2	-8.5	-7.7	-0.6	0.2	8.6	/	21.1
38	O=C(COc1ccccc1C(=O)O)Nc1nc2ccc([N+](=O)[O-])cc2s1	-0.9	-25.5	-3.2	-1.1	-11.5	-2.5	10.9	-24.9
39	O=C(COC(=O)/C=C/c1cccc(Br)c1)NC1CC1	-0.3	1.8	3.6	-4.3	-0.7	-1.2	2.5	-10.9
40	COCN(C#N)c1nc(N(C)C)nc(N(C)C)n1	/	/	-1.1	/	-4.8	12.7	/	-3.8
41	COCCNc1nc(NCc2ccccc2F)c2sccc2n1	-1.3	-20.2	/	-0.3	0.0	33.1	/	16.2
42	COc1cccc(-c2cnc(C(O)c3cccc(C)c3C)[nH]2)c1 (stereo not drawn)	-1.0	8.3	/	0.8	-4.9	/	/	-14.1
43	CC(C)CNc1nc(NC(C)(C)C)nc(Oc2ccc(=O)[nH]n2)n1	6.1	-0.5	-5.1	10.9	-27.3	5.7	29.2	14.1
44	COc1cc(NC(=O)CCc2nnc3ccc(N4CCCC4)nn23)cc(OC)c1OC	1.1	0.0	-0.7	1.7	1.0	7.8	8.4	3.0
45	CCOc1cc(CNCC2CCCO2)cc(Br)c1OCC(N)=O (stereo not drawn)	/	-6.3	0.5	1.8	5.3	-3.5	5.6	-10.4

Among those listed so far, these contain a COOH group:
No.	structure	Cneo AK release	Statin myotox sup	ARNT TACC3 PPI	PglD inh	LGR2 antag	INS-1E GSIS act	PGC1a acetyl inh	PAX8 inh HTS
17	COc1ccc(CN(CC2CCC(C(=O)O)CC2)C(=S)Nc2cc(C)cc(C)c2)cc1 (stereo not drawn)	-2.6	11.5	/	3.7	-21.2	-4.1	2.9	-4.9
38	O=C(COc1ccccc1C(=O)O)Nc1nc2ccc([N+](=O)[O-])cc2s1	-0.9	-25.5	-3.2	-1.1	-11.5	-2.5	10.9	-24.9

(next part)
No.	structure	Cneo AK release	Statin myotox sup	ARNT TACC3 PPI	PglD inh	LGR2 antag	INS-1E GSIS act	PGC1a acetyl inh	PAX8 inh HTS
46	Cc1nc2ccc(S(=O)(=O)N(C)CC(=O)NCCc3ccccc3)cc2s1	0.2	5.6	/	-3.2	-9.9	6.4	-19.8	6.3
47	CCOc1ccc(N2C(=O)C3Sc4[nH]c(=O)sc4C(/C=C/c4ccccc4)C3C2=O)cc1 (stereo not drawn)	-2.1	/	8.0	-3.1	-3.6	-4.5	/	8.5
48	CCc1ccc(NC(=O)CCc2c(C)nn(-c3ccc(N4CCCCC4)nn3)c2C)cc1	-9.2	-9.0	2.9	4.6	-29.9	-36.7	-9.2	-118.1
49	COc1ccc(S(=O)(=O)N(C)C[C@@H]2Oc3cc(C#CC4CCCCC4)ccc3S(=O)(=O)N([C@@H](C)CO)C[C@H]2C)cc1	1.8	-60.6	-2.3	-2.2	25.7	-1.8	-3.2	/
50	Cn1nnnc1SCc1ccc(Cl)cc1	/	/	0.3	/	-7.2	6.5	-7.8	-2.1
51	Cc1noc(C)c1C(=O)OC(C)C(=O)Nc1ccc([N+](=O)[O-])cc1C(F)(F)F (stereo not drawn)	0.7	-5.4	/	-11.5	-5.8	/	-1.2	-5.6
52	COP(=O)(OC)C(Nc1ccc(Cl)cc1)c1ccccc1 (stereo not drawn)	4.4	3.9	-2.6	1.5	0.9	/	-10.7	-12.0
53	CC1(C)Cc2c(ccc3ccccc23)C2=C(C(=O)N3CCCC3)C(=O)C(=O)N21	/	/	-5.6	/	4.6	-47.7	0.1	-2.5
54	CCOc1ccc(-c2nonc2NC(=O)c2ccco2)cc1	-3.2	6.6	-2.8	-1.0	-0.2	0.2	-5.8	-5.9
55	CSc1ncccc1C(=O)N1CCCC(Nc2ccc(C)c(C)c2)C1 (stereo not drawn)	-1.4	3.4	2.1	0.4	4.4	-15.3	0.1	/
56	C[C@@H]1CCCCO[C@@H](CN(C)S(=O)(=O)c2cccs2)[C@@H](C)CN([C@H](C)CO)C(=O)c2cc(NC(=O)Nc3ccc4c(c3)OCO4)ccc2O1	-1.7	/	-6.8	2.6	-5.3	4.7	10.8	-4.7
57	CO[C@H]1CN(C)C(=O)c2ccc(NC(=O)c3ccc4c(c3)OCO4)cc2OC[C@H](C)N(CC2CC2)C[C@H]1C	0.5	-1.2	3.8	0.2	5.0	20.2	-1.1	-5.9
58	C[C@H](CO)N1C[C@H](C)[C@H](CN(C)S(=O)(=O)c2ccc(Cl)cc2)Oc2ccc(NC(=O)CCN3CCOCC3)cc2C1=O	-1.3	29.1	1.3	-6.1	-14.4	1.6	-4.3	-6.0

Screens (PubChem BioAssay)
